Pf growth 96h: Primary qHTS for delayed death inhibitors of the malarial parasite plastid, 96 hour incubation. P. falciparum luciferase reporter growth, 96 h. Potency, µM (highest dose often 28.7 µM), for the others: at the highest dose activity change, negative = inhibition, usual class: inhibitors. 320,000 tested, 6.9% active. AID 504834, 2011
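Two parasite generations (96 h, 37 C, 5% CO2) of compound exposure in infected erythrocytes (0.05% parasitemia, 2% hematocrit). Luciferase-reporter P. falciparum; decreased luminescence indicates inhibited growth, aimed at apicoplast-acting delayed death.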
Sm TGR inh: qHTS Assay for the Inhibitors of Schistosoma Mansoni Peroxiredoxins | Schistosoma mansoni thioredoxin glutathione reductase (TGR), Q962Y6 | purified TGR, DTNB reduction, TNB absorbance 405 nm | Potency, µM (highest dose often 114 µM), without a hit: at the highest dose activity change, negative = inhibition, actives largely listed as inhibitors | 360,000 tested, 3% active | AID 485364, 2010; also: nearly all actives have a fitted effect of over 60% in size
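First, TGR (20 nM dispensed) and NADPH were mixed with compound. Second, a 15 min room-temperature incubation followed. Third, further NADPH and then DTNB were added to start the reaction. Finally, TNB absorbance was monitored kinetically.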
Pf growth 48h: Primary qHTS for delayed death inhibitors of the malarial parasite plastid, 48 hour incubation; 310,000 tested, 5.9% active; P. falciparum luciferase growth in erythrocytes, 48 h; AID 504832, 2011; Potency, µM (titrated, usually from 28.7 µM), inactives show at the highest dose activity change, negative = inhibition, hits mostly inhibitors
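Firefly luciferase activity from engineered P. falciparum reports growth; inhibitors lower the luminescent signal. Cultures contained 2% hematocrit erythrocytes at 0.1% final parasitemia.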
LmPK inh: qHTS Assay for Inhibitors of Leishmania Mexicana Pyruvate Kinase (LmPK) | Q27686 | purified LmPK, Kinase-Glo ATP luminescence, 1 h | Potency, µM (doses to about 57.5 µM), for inactives: at the highest dose activity change, negative = inhibition, usual class: inhibitors | 290,000 tested, 0.37% active
Target sequence (Q27686 whole entry, looked up): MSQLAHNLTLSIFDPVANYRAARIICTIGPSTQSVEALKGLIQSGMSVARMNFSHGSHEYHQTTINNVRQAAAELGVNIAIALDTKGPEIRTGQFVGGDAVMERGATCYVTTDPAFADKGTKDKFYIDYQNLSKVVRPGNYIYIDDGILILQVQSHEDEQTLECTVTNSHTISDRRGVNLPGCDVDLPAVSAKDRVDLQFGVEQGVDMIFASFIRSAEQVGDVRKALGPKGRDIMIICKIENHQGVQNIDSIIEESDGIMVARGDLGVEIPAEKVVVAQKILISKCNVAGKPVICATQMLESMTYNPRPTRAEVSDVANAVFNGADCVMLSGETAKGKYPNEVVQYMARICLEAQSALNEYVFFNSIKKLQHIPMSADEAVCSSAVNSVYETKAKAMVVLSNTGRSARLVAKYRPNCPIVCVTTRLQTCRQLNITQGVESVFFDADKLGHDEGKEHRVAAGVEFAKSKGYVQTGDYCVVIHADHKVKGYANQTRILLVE
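Kinase-Glo luminescence read after 1 h RT reaction of 0.1 nM LmPK with 0.5 mM PEP and 0.1 mM ADP. Activity scaled between uninhibited and enzyme-free controls.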
Tb PYK inh: qHTS of Trypanosoma Brucei Inhibitors. Potency, µM (highest dose often 76.8 µM), inactives show at the top dose activity, negative = inhibition, actives largely listed as inhibitors. pyruvate kinase (Trypanosoma brucei), Q57TT1. TbPYK enzyme, Kinase-Glo Plus ATP luminescence, 45 min. 410,000 tested, 0.12% active; also: nearly all actives have a fitted effect of over 50% in size
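Readout: single end-point luminescence (Kinase-Glo Plus, 10 min). Reaction conditions were TbPYK/substrate plus 130 uM ADP, 45 min at RT, pH 7.2 TEA buffer. No-enzyme wells served as controls, and data were normalized before concentration-response fitting.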
HCV inh: qHTS Assay for Inhibitors of Hepatitis C Virus (HCV). Huh7.5.1 HCVcc-Cre infection, luciferase reporter, 44 h. Potency, µM (highest dose often 41.8 µM), inactives show at the highest dose activity change, negative = inhibition, hits mostly inhibitors. 340,000 tested, 3.4% active
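A cell-based infection assay in which seeded cells (1,000 per well) receive test compound after 4 h, are inoculated with HCVcc-Cre at approximately 0.5 moi, and are incubated 44 h before luminescence detection.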
* marks the source's active call; other numbers are inactive results; u = inconclusive; x = not tested or not shown; [ ] = another dose, or the depositor's remark. Calls follow the shape of the dose curve; as a rule, active = well fitted curve in the direction sought with a large enough effect; inconclusive = small, poorly fitted or top-dose-only effect, or another doubt; inactive = no such curve, though single readings can be large; an effect the other way counts as inactive or inconclusive. % is scaled to controls: 0 for no effect and ±100 for the full control effect; potency is read from the fitted curve at half-maximal effect.

1. O=C(Cn1ncc2c([nH]c3ccccc32)c1=O)Nc1ccc(CN2CCCCC2)cc1
2. O=C(CN1C(=O)CCSc2ccccc21)N1CCC2(CC1)OCCO2
3. CC1CCC(C(C)C)C(OCC(O)CN2CCCC(C)C2)C1 (stereo not given)
4. C(=N\Nc1nc(Nc2ccccc2)nc(Nc2ccccc2)n1)/c1cccnc1
5. COc1ccccc1NC(=O)c1cc(S(=O)(=O)N2CCOCC2)ccc1Cl
6. COc1ccc(CN(CC(=O)NCc2ccc(F)cc2)C(=O)c2ccco2)cc1
7. CCN(CC)c1ccc(NC(=O)C2=CC=CN3CCS(=O)(=O)N=C23)cc1
8. Cc1cc(C)c(Cn2c(C(=O)O)c(C=O)c3ccccc32)c(C)c1
Compound	1	2	3	4	5	6	7	8
Pf growth 96h	22%	u	13µM*	-2%	5%	u	83%[activator]	13%
Sm TGR inh	-7%	-5%	-6%	6%	-7%	10%	-7%	-1%
Pf growth 48h	u	17%	u	3.3µM*	-9%	4%	75%[activator]	-7%
LmPK inh	0%	0%	1%	7%	2%	-5%	x	0%
Tb PYK inh	0%	-5%	2%	0%	4%	0%	0%	-25%
HCV inh	u	6%	u	u	0%	5%	5%	11%

9. CN1C(=O)N(C)C(=O)C(CCc2ccncc2)(Cc2ccc3c(c2)OCO3)C1=O
10. COc1ccc(N2CCN(c3oc(COc4ccc(Cl)cc4)nc3C#N)CC2)cc1
11. CCn1c(=S)sc2c(=O)n(CC(=O)Nc3ccc(Cl)cc3)c(C)nc21
12. O=[N+]([O-])c1cc(S(=O)(=O)c2ccc(O)c([N+](=O)[O-])c2)ccc1O
13. CCCC1=NN2C(=N)/C(=C\c3ccc(SCc4ccco4)o3)C(=O)N=C2S1
14. O=C(c1ccc(NS(=O)(=O)c2ccc3[nH]c(=O)[nH]c3c2)cc1)N1CCCCC1
15. O=[N+]([O-])c1cc(C(F)(F)F)ccc1N1CCN(S(=O)(=O)c2ccc3c(c2)CCCC3)CC1
16. O=C(c1cc(COc2ccc(F)cc2F)on1)N1CC[C@@H]2CCCC[C@H]2C1
Compound	9	10	11	12	13	14	15	16
Pf growth 96h	x	u	-12%	-4%	9%	-10%	11%	u
Sm TGR inh	4%	4%	-23%	-2%	u	-7%	2%	7%
Pf growth 48h	-10%	u	-23%	-2%	x	14%	-3%	-1%
LmPK inh	6%	-1%	9%	10%	5%	x	-2%	9%
Tb PYK inh	-4%	-6%	9%	-9%	-13%	1%	2%	4%
HCV inh	0%	-21%	-26%	31%[activator]	13%	-7%	u	x

17. O=C(c1ccc(Cn2c(=S)[nH]c3ccc(Br)cc3c2=O)cc1)N1CCN(C2CCCCC2)CC1
18. CCOC(=O)C(C)Oc1cc(C)cc2oc(=O)c3c(c12)CCCC3 (stereo not given)
19. CCOC(=O)CSc1nnc(COc2ccc3ccccc3c2)o1
20. COc1cc(NC(=O)C2CCCN(S(=O)(=O)c3cccc4nsnc34)C2)cc(OC)c1 (stereo not given)
21. Cc1nnsc1C(=O)N/N=C/c1cccc(C(F)(F)F)c1
22. O=C1NC(=O)N(Cc2ccccc2F)C1=O
23. O=C(CN1CCN(S(=O)(=O)c2ccc(F)cc2)CC1)Nc1ccccc1F
24. CC(C)Nc1nc(SCC(N)=O)nc(N2CCOCC2)n1
Compound	17	18	19	20	21	22	23	24
Pf growth 96h	u	x	-2%	93%[activator]	-20%	25%	u	18%
Sm TGR inh	-5%	4%	-7%	0%	-1%	-2%	3%	1%
Pf growth 48h	u	x	34%[activator]	u	-6%	36%[activator]	-4%	x
LmPK inh	4%	5%	0%	2%	2%	1%	5%	3%
Tb PYK inh	-3%	2%	0%	-22%	4%	7%	0%	-2%
HCV inh	u	10µM*	8%	-17%	13%	14%	-14%	x

25. Clc1ccc2c(NCc3ccccc3)ccnc2c1
26. CCOC(=O)C(=CN=C(N)Nc1nc2ccccc2o1)C(=O)OCC
27. CSc1nc2sc3c(c2c2nnnn12)CCCC3
28. Oc1c(Cl)cc(Cl)cc1C1=NNC(c2ccc(Cl)cc2)C1 (stereo not given)
29. CN(C)c1ccc(/C=C2\CCC/C(=C\c3ccccc3)C2=O)cc1
30. Cc1cc(N2CCN(Cc3cn(C)nc3-c3cccc(Cl)c3)CC2)cc(C)n1
31. COc1ccc(NC(=O)N2CCOCC2)cc1
32. CCC(C)[C@H](NC(=O)NC1CCN(Cc2ccccc2)CC1)C(=O)OC (stereo not given in full)
Compound	25	26	27	28	29	30	31	32
Pf growth 96h	u	10µM*	x	-100%	u	u	u	u
Sm TGR inh	0%	3%	-17%	3.2µM*	-26%	6%	-1%	31%
Pf growth 48h	u	-7%	17%	-7%	u	u	8%	1%
LmPK inh	2%	1%	3%	-1%	-3%	5%	0%	-1%
Tb PYK inh	-6%	-17%	-3%	1%	-6%	-13%	4%	-16%
HCV inh	5.6µM*	-6%	u	-6%	u	7.1µM*	0%	-4%

33. CC1CCCN(CCC(=O)Nc2ccc3c(c2)CCC3)C1 (stereo not given)
34. CSc1ccccc1-c1nnc(-c2ccc(C)cc2)o1
35. OCC[C@@H]1C[C@@H](O)[C@H](O)[C@@]2(Cc3ccccc3O2)O1
36. CS/C(=C\[N+](=O)[O-])Nc1ccc(F)cc1
37. CCCC(C(=O)NC1CCCC1)N(Cc1ccccc1)C(=O)c1snc(C(N)=O)c1N (stereo not given)
38. O=C(COc1ccccc1Br)Nc1ccccc1C(F)(F)F
39. N#CCCn1cc(C(=O)Nc2ccccn2)c(-c2ccccc2)n1
40. COc1cccc(NC(=O)Cc2nnc(SCCOc3ccccc3)n2C)c1
Compound	33	34	35	36	37	38	39	40
Pf growth 96h	2%	304%[activator]	0%	-11%	32%[activator]	86%[activator]	0%	x
Sm TGR inh	-19%	1%	5%	0.25µM*	5%	x	6%	2%
Pf growth 48h	15%	155%[activator]	46%[activator]	u	u	52%[activator]	4%	6%
LmPK inh	5%	-7%	0%	3%	1%	1%	2%	-3%
Tb PYK inh	0%	-1%	-7%	3%	-7%	-7%	-2%	-9%
HCV inh	u	u	-7%	11%	-16%	-11%	26%	-9%

Full records from above. Values in the order: Pf growth 96h, Sm TGR inh, Pf growth 48h, LmPK inh, Tb PYK inh, HCV inh
`CSc1ccccc1-c1nnc(-c2ccc(C)cc2)o1` reads 304%[activator], 1%, 155%[activator], -7%, -1%, u
`COc1cccc(NC(=O)Cc2nnc(SCCOc3ccccc3)n2C)c1` reads x, 2%, 6%, -3%, -9%, -9%
`OCC[C@@H]1C[C@@H](O)[C@H](O)[C@@]2(Cc3ccccc3O2)O1` reads 0%, 5%, 46%[activator], 0%, -7%, -7%
`CCCC(C(=O)NC1CCCC1)N(Cc1ccccc1)C(=O)c1snc(C(N)=O)c1N` (stereo not given) reads 32%[activator], 5%, u, 1%, -7%, -16%

Continuation:
41. COc1ccccc1CCNC(=O)c1cc(COc2cccc(C(F)(F)F)c2)on1
42. Cc1cccc(C)c1NC(=S)N1CCCCCC1
43. CNC(=O)Nc1cc(C(F)(F)F)cc(C(F)(F)F)c1
44. COCCNC(=S)N1CCN(C(c2ccccc2)c2ccccc2)CC1
45. CCC(C)NC(=O)/C=C/c1ccc(S(=O)(=O)NCc2ccco2)cc1 (stereo not given)
46. Cc1c(NC(=O)C(C)N2C(=O)NC3(CCC(C)CC3)C2=O)c(=O)n(-c2ccccc2)n1C (stereo not given)
47. Cc1ccc(S(=O)(=O)N2CCN(C(=O)CCC(=O)OCC(=O)Nc3cccc(C#N)c3)CC2)cc1
48. COCc1cc(=O)oc2cc(NS(=O)(=O)c3ccc(C)cc3)ccc12
Compound	41	42	43	44	45	46	47	48
Pf growth 96h	u	20%	u	u	31%[5.75 µM]	u	15%	2%
Sm TGR inh	8%	2%	8%	8%	-20%	-3%	9%[11.4 µM]	29%
Pf growth 48h	-2%	-4%	137%[activator]	-17%	u	21%	x	7%
LmPK inh	1%	-4%	-1%	3%	1%	0%	-4%	4%
Tb PYK inh	3%	-9%	-4%	9%	4%	2%	-2%	3%
HCV inh	u	20%	5%	4%	u	7%	5%	24%

Ordered by SMILES length (falling): some entries from above
48. COCc1cc(=O)oc2cc(NS(=O)(=O)c3ccc(C)cc3)ccc12
43. CNC(=O)Nc1cc(C(F)(F)F)cc(C(F)(F)F)c1
42. Cc1cccc(C)c1NC(=S)N1CCCCCC1
Compound	48	43	42
Pf growth 96h	2%	u	20%
Sm TGR inh	29%	8%	2%
Pf growth 48h	7%	137%[activator]	-4%
LmPK inh	4%	-1%	-4%
Tb PYK inh	3%	-4%	-9%
HCV inh	24%	5%	20%

Continuation.
49. Cc1ccc(OCCCN2C(=O)C(=O)c3cc(C)ccc32)cc1
50. OC(c1ccccc1)(c1ccccc1)c1ncc[nH]1
51. O=C(CSC(=S)N1CCCC1)Nc1cc2c(cc1Br)OCCO2
52. Cc1cccc(NC(=O)c2ccc(COc3ccccc3[N+](=O)[O-])o2)n1
53. CCN(CC(=O)NCc1cccs1)C(=O)c1ccc(OC)c(OC)c1
54. NC(=NC(=O)c1ccc(OCC(F)(F)F)nc1)c1ccc(Cl)cc1
55. Cc1ccc(N=Cc2c(O)n(-c3nccs3)c(=O)c3ccccc23)cc1
56. CCN(CC)S(=O)(=O)c1ccc(C(=O)Oc2coc(CSc3nc(C)cc(C)n3)cc2=O)cc1
Compound	49	50	51	52	53	54	55	56
Pf growth 96h	25%	0%	u	u	15%	26%	u	-25%
Sm TGR inh	12%	7%	-2%	-5%	-1%	6%	-12%	0%
Pf growth 48h	-13%	23%	-7%	42%[activator]	1%	0%	13%	-5%
LmPK inh	6%	x	1%	1%	x	0%	0%	-5%
Tb PYK inh	6%	1%	6%	0%	10%	-2%	-3%	-3%
HCV inh	u	u	13%	25µM*	5%	-10%	0%	7%

57. O=C(NCc1ccccc1CN1CCCC1)c1ccc(Cl)c(N2CCCC2=O)c1
58. CCOc1ccc(S(=O)(=O)n2cnc(C)c2)cc1
59. O=S(=O)(c1ccccc1)N1CCN(Cc2ccc(Cl)cc2)CC1
60. CC1(C)C(C(=O)N2CCN(C(=O)c3ccccc3)CC2)C1(C)C
61. Cc1ccc(N(C(=O)c2csnn2)C(C(=O)NC2CCCC2)c2ccncc2)c(C)c1 (stereo not given)
62. Cc1[nH]nc2c1C1(CCN(Cc3ccccc3)CC1)C(C#N)=C(N)O2
63. Cc1csc(NC(=O)CSc2ccc3nnc(-c4ccncc4)n3n2)n1
64. CCN(CC(=O)NC(C)(C)C)C(=O)c1ccccc1SCC(=O)NC1CCCCCCC1
65. O=C(COC(=O)c1ccc2ccccc2n1)NC1CCCCC1
Compound	57	58	59	60	61	62	63	64	65
Pf growth 96h	u	202%[activator]	70%[activator]	u	4%	20%	56%[activator]	u	-10%
Sm TGR inh	-24%	3%	-21%	0%	-13%	u	18%	-4%	-1%
Pf growth 48h	u	u	23%	-10%	-13%	-24%	21%	10µM*	u
LmPK inh	x	-3%	0%	4%	-1%	1%	3%	-1%	x
Tb PYK inh	0%	-1%	-1%	30%	5%	-13%	-10%	-13%	0%
HCV inh	18µM*	-18%	u	-6%	18%	10%	-17%	x	-1%

Screens (PubChem BioAssay)
